TROY NFkB inh: blocks TROY-dependent signaling in reporter cells; Q293 LMP1-TROYcd NF-kB luciferase reporter, 4 h; inhibition, % at 10 µM; AID 1347056; 360,000 compounds, 0.98% hits;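 active means compounds whose plate-normalised and pattern-corrected inhibition of the luciferase reporter signal at the single screening dose is 50% or more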
NR2F2 inh: blocks human COUP-TFII nuclear receptor. P24468. HEK293T NGFI-A luciferase reporter, luminescence. inhibition, % at 8.6 µM. 370,000 compounds, 0.7% hits. AID 686940;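 active means inhibition above a per-plate cutoff, mean inhibition of test wells between control levels plus 3 SD, cut at about 38% in these data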;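 further: cells cotransfected with COUP-TFII expression vector driving the NGFI-A reporter; 0% = median of COUP-TF2 test wells and 100% = reporter-only cells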
Target sequence (P24468 whole entry, looked up): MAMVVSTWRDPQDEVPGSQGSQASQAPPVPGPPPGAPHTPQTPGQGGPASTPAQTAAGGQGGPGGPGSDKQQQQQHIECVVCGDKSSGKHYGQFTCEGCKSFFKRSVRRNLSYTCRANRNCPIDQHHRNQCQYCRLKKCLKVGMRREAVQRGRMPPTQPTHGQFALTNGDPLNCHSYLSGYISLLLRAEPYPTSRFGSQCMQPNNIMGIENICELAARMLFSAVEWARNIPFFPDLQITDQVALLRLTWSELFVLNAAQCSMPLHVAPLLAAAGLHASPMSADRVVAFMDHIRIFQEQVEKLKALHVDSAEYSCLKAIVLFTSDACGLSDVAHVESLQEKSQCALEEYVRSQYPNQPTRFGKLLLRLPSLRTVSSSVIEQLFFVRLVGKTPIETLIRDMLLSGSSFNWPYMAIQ
NCOA2 inhibitor: inhibits human steroid receptor coactivator 2; Q15596; HEK293 GAL4-SRC2 luciferase reporter, luminescence; 370,000 compounds, 0.17% hits; inhibition, % at 9 µM; AID 651957;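 active means inhibition above the mean inhibition of all tested compounds plus 3 SD, set per campaign, cut at about 52% in these data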;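 further: 0% = DMSO treated cells and 100% = cells given Gossypol at 36 µM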
SRC1 inh: human NCOA1 inhibition; HEK293 GAL4-SRC1 luciferase reporter, luminescence; inhibition, % at 3.6 µM; 360,000 compounds, 0.12% hits; Q15788;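 active means inhibition above the campaign mean plus 3 SD, with each screening campaign given its own cutoff, cut at about 60% in these data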;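 further: 0% = DMSO treated cells and 100% = gossypol at 36 µM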
TRAIL sens C8: caspase-8 TRAIL sensitization; NB7+C8 cells + TRAIL, ATPlite viability luminescence; 360,000 compounds, 1% hits; inhibition (viability loss, TRAIL sensitization), % at 10 µM;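 active means compounds causing at least 50% loss of cell viability in the single-dose screen, relative to plate controls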
LRH-1 inv ag: NR5A2 inverse agonism in reporter assay. HEK293T StAR-luciferase reporter, LRH-1 transfected, 24 h. O00482. AID 602396. 360,000 compounds, 0.13% hits. inhibition, % at 3.6 µM;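 active means inhibition above the mean inhibition of all tested compounds plus 3 SD, cut at about 73% in these data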;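 further: 0% = DMSO wells and 100% = reporter-only cells lacking LRH-1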
Target sequence (O00482 whole entry, looked up): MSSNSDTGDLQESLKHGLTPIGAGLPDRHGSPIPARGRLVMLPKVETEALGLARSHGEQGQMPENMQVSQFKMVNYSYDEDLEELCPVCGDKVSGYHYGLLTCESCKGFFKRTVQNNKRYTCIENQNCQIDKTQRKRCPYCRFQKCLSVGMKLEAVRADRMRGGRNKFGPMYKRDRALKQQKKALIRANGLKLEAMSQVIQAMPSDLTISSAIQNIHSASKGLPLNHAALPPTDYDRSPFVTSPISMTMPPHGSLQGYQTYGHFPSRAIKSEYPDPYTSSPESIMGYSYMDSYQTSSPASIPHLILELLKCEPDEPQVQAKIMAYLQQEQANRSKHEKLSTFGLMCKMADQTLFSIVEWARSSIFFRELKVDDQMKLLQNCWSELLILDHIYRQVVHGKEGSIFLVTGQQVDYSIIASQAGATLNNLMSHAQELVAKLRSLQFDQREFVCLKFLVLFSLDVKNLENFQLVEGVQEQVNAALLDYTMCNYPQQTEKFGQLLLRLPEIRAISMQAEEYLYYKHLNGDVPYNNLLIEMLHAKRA
CF NFkB inh: cystic fibrosis NF-kB activation inhibition | inhibition, % at 5 µM | 360,000 compounds, 0.86% hits | AID 588850 | KKLEB NF-kB-GFP reporter, PAF-induced, GFP fluorescence overnight;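 active means at least 50% inhibition at 5 µM, scaled per plate between neutral and stimulator controls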;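 further: PAF is a Pseudomonas aeruginosa culture filtrate used as stimulus; plate controls were PAF-stimulated DMSO wells for no effect and unstimulated DMSO wells for full effect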
EBV LMP1 NFkB: Epstein-Barr LMP1 NF-kappaB reporter inhibition; LMP1-induced NF-kappaB luciferase reporter cells, luminescence; inhibition, % at 12.5 µM; 350,000 compounds, 0.69% hits; AID 504558; in the data active means inhibition above about 41%;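 further: 0% = neutral control wells and 100% = reference inhibitor control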
KKLEB cytotox: counter-screen for CF NF-kB inhibitors: cytotoxicity. KKLEB CF airway cells viability, ATPlite luminescence, overnight; stronger effect = lower value; cells stimulated with P. aeruginosa culture filtrate. 360,000 compounds, 0.36% hits. activity change (cytotoxicity), % at 5 µM;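 active means corrected activity change at or below -50% at 5 µM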
SRC3 inh: human NCOA3 inhibition; 360,000 compounds, 0.17% hits; HEK293 GAL4-SRC3 luciferase reporter, luminescence; inhibition, % at 3.6 µM; Q9Y6Q9; AID 588352;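 active means inhibition above a per-campaign cutoff, the mean of all compounds plus 3 SD, cut at about 60% in these data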;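 further: 0% = DMSO-treated cells and 100% = gossypol-treated cells at 36 µM; higher means less SRC3-driven luciferase light from the GAL4 reporter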
TWEAK-Fn14 inh: inhibitors of TWEAK-Fn14 interaction signaling; TWEAK-stimulated Fn14 reporter cells, luciferase luminescence, 8 h; inhibition, % at 10 µM; 360,000 compounds, 2% hits; AID 1159606; in the data active means inhibition above about 50%
Starred values were filed as active, the others as inactive; . = no result given.

SMILES	TROY NFkB inh	NR2F2 inh	NCOA2 inhibitor	SRC1 inh	TRAIL sens C8	LRH-1 inv ag	CF NFkB inh	EBV LMP1 NFkB	KKLEB cytotox	SRC3 inh	TWEAK-Fn14 inh
CC1CC(C)CN(S(=O)(=O)c2ccc(C(=O)NCc3ccco3)cc2)C1 (stereo unspecified)	-7.8	9.5	-19.2	1.3	-1.3	-0.1	-1.8	-0.5	-3.2	10.8	21.6
CC1c2cc3c(cc2CCN1S(=O)(=O)c1ccccc1)OCCCO3 (stereo unspecified)	-3.6	6.5	2.6	-6.2	-26.5	-23.1	11.3	10.3	-0.4	-68.1	0.5
Cc1ccc2c(Cl)cc(Cl)c(O)c2n1	35.8	10.5	-1.0	11.0	15.4	6.6	52.5*	39.9	-35.4	-4.4	100.7*
CCN(CC)CCOC(=O)c1ccc(NC(=O)C2(c3ccccc3)CCCC2)cc1	3.1	8.0	-16.8	1.0	2.1	-9.1	11.3	-133.4	-5.5	3.3	3.6
Cc1ccc(NC(=O)CN(C)C(=O)CNC(=O)c2sc3ccccc3c2Cl)cc1	-37.1	11.9	-31.0	-29.3	0.7	-33.1	17.2	-23.7	-7.4	-51.0	-29.7
O=C(CN1CCN(c2ccc(F)cc2)CC1)Nc1ccc(F)c(F)c1	9.3	-8.7	-9.7	-2.1	-10.2	-24.7	-10.7	6.0	4.9	13.4	11.5
CCCn1cc(NC(=O)c2cc3n(n2)C(C(F)(F)F)CC(c2ccccc2)N3)cn1 (stereo unspecified)	-6.7	2.3	-12.9	11.5	2.7	-20.6	9.4	-13.2	5.5	16.5	5.4
COc1cc(N=c2c([N+](=O)[O-])nn(-c3ccc4c(c3)OCCO4)n2O)cc(OC)c1	53.5*	-20.2	-101.3	-48.5	-22.1	-89.0	17.6	5.9	11.7	-56.6	41.0
CNC(=O)c1cc(S(=O)(=O)NC2CCCCCC2)ccc1C	5.9	-4.5	-44.7	-16.0	-7.6	4.0	17.3	-4.2	0.1	8.9	7.1
NC(=O)C1CCN(C(=O)C2c3ccccc3C(=O)N3CCc4ccccc4C23)CC1 (stereo unspecified)	9.9	11.0	-13.4	-15.1	-0.9	-7.6	-8.1	-10.9	-1.0	2.2	2.4
Fc1cccc2sc(Nc3nc4cc5c(cc4s3)OCO5)nc12	-69.9	-31.4	-39.4	-106.1	10.6	-101.8	-15.5	-80.4	-1.5	-95.8	-25.5
Cc1cccc(/N=C/c2c(O)cc(C)oc2=O)n1	18.7	-12.6	-5.2	3.5	-18.1	-14.2	-5.8	-4.0	-2.1	12.2	4.9
CC(OC(=O)CCc1c[nH]c2ccccc12)C(=O)c1ccccc1 (stereo unspecified)	-7.2	-5.0	7.1	-4.2	9.5	0.1	-4.1	-10.6	8.4	7.2	-6.9
Cc1ccc([C@H]2C[C@H](O)[C@@H](n3cc(-c4ccc(F)cc4)nn3)CN2CC2CCCCC2)cc1	-14.2	-14.3	-0.3	2.7	-12.4	11.9	-15.1	-2.5	9.8	5.1	-11.7
CSc1nc2ccc(NC(=O)NC(=O)c3c(F)cccc3F)cc2s1	-39.1	-20.4	12.5	-42.4	1.0	-3.9	1.0	-9.9	5.5	-57.1	-6.3
O=C(c1ccccc1F)N1CCN(C2CCC(c3ccccc3)CC2)CC1 (stereo unspecified)	6.7	-6.2	14.1	-20.7	13.5	-0.5	-14.3	-6.3	-1.6	1.4	-8.2
COc1ccc(CCN2C(=O)N(c3ccc(OC)cc3)C(=O)C2CC(=O)Nc2ccccc2)cc1 (stereo unspecified)	-7.3	5.9	-0.8	3.4	-2.1	13.9	-12.8	-10.1	17.8	-2.0	0.5
O=S(=O)(c1ccc(Cl)cc1)N(CCCN1CCOCC1)Cc1cccs1	4.9	6.7	17.1	-15.1	12.6	-8.0	3.9	0.8	-0.1	5.9	4.7
COc1ccc(NC(=O)C2CC(c3cc(OC)c(OC)c(OC)c3)=NO2)cc1OC (stereo unspecified)	4.5	5.6	-17.1	7.0	-4.8	8.0	5.1	9.4	0.9	12.8	3.4
O=C(Cn1cnc2ccccc2c1=O)NCC(=O)N1CCN(c2ccccn2)CC1	3.5	-2.7	-29.3	-2.2	-3.8	12.1	-8.2	-5.7	3.9	-12.0	-0.2
Cc1cc(C)c2c(N)c(C(=O)NCC3CCCCC3)sc2n1	-7.6	-11.5	-63.2	12.7	-19.1	3.0	3.1	-13.3	-5.0	-8.2	3.0
CCc1ccc(CC(=S)N2CCOCC2)cc1	-29.2	0.4	1.6	-24.4	-0.2	-28.8	12.2	2.0	-14.6	-18.7	-7.6
COCCn1c(=S)[nH]c2cc(C(=O)NCc3ccccc3)ccc2c1=O	-5.8	-23.9	-22.1	8.6	-5.6	8.1	-1.2	2.1	-3.8	-1.9	-19.2
CCn1c(N)c(C(=O)NCc2ccc3c(c2)OCO3)sc1=S	-5.7	.	.	-1.8	-3.4	9.5	5.0	-4.4	-1.9	-15.4	-11.9
C=CCNc1ncnc2ccc(Br)cc12	21.8	48.3*	45.1	25.3	-1.1	22.9	44.0	4.2	-10.8	32.5	32.7

2 of these compounds, set out differently.
CCn1c(N)c(C(=O)NCc2ccc3c(c2)OCO3)sc1=S
  TROY NFkB inh: -5.7	NR2F2 inh: .	NCOA2 inhibitor: .	SRC1 inh: -1.8	TRAIL sens C8: -3.4	LRH-1 inv ag: 9.5	CF NFkB inh: 5.0	EBV LMP1 NFkB: -4.4	KKLEB cytotox: -1.9	SRC3 inh: -15.4	TWEAK-Fn14 inh: -11.9

C=CCNc1ncnc2ccc(Br)cc12
  TROY NFkB inh: 21.8	NR2F2 inh: 48.3*	NCOA2 inhibitor: 45.1	SRC1 inh: 25.3	TRAIL sens C8: -1.1	LRH-1 inv ag: 22.9	CF NFkB inh: 44.0	EBV LMP1 NFkB: 4.2	KKLEB cytotox: -10.8	SRC3 inh: 32.5	TWEAK-Fn14 inh: 32.7

Later entries:
SMILES	TROY NFkB inh	NR2F2 inh	NCOA2 inhibitor	SRC1 inh	TRAIL sens C8	LRH-1 inv ag	CF NFkB inh	EBV LMP1 NFkB	KKLEB cytotox	SRC3 inh	TWEAK-Fn14 inh
CCC1CCCN1Cn1cnc2c([nH]c3ccc(C)cc32)c1=O (stereo unspecified)	-1.1	7.7	6.4	-5.2	6.2	-5.2	-7.5	7.0	7.5	-1.5	-3.0
CCc1cc(C(=O)c2ccc(C)cc2)c(NC(=O)CCl)s1	21.3	3.7	-5.5	-24.1	-3.4	-14.3	30.2	-13.6	-15.0	-17.0	-21.5
CC(Sc1n[nH]c(N)n1)C(=O)Nc1cccc(S(=O)(=O)N2CCOCC2)c1 (stereo unspecified)	1.3	7.5	-23.6	9.4	-8.1	7.2	6.5	-6.9	0.8	1.1	-7.0
Cc1ccc(OCC(=O)NC(C)c2ccccc2)cc1 (stereo unspecified)	-22.2	1.1	8.8	6.7	-12.7	7.2	1.3	2.0	-0.9	2.4	1.4
CC(C)COP(=O)(OCC(C)C)C(Nc1ccccc1)c1ccc2c(c1)OCO2 (stereo unspecified)	-33.9	7.0	-22.7	-8.3	14.9	29.7	-0.8	0.7	-1.6	-0.2	24.8
Cc1ccc(C(=O)CCC(=O)Nc2ccccc2C)c(C)c1	-25.6	-33.8	4.0	-5.0	-3.1	-19.3	10.5	-14.7	1.8	-3.1	-9.8
COc1ccc(CCN2CC(C(=O)O)CC2=O)cc1OC (stereo unspecified)	6.7	1.0	7.9	-8.6	0.4	-6.6	-7.3	3.2	-0.3	-0.2	-0.3
CCn1c(CC(=O)Nc2ccc(C)c(Cl)c2)nnc1SCCOc1ccc(OC)cc1	13.8	-5.4	-8.2	7.1	-7.8	-4.5	-2.5	4.7	12.8	11.8	-4.1
CCc1nn(C(CC)C(=O)NCCCc2ccccc2)c(=O)c2cc3occc3n12 (stereo unspecified)	6.4	4.5	14.1	-8.8	4.0	11.5	-11.7	-18.4	-3.9	4.7	9.6
COc1ccccc1CCNS(=O)(=O)c1cc2c3c(c1)CCN3C(=O)CC2	16.2	-22.2	-23.3	-7.8	-12.9	2.0	29.3	6.5	-8.6	10.2	3.0
Cc1c(F)cccc1NS(=O)(=O)c1ccc(N2CCCC2=O)cc1	-2.8	7.2	9.2	-0.4	0.4	45.1	-31.1	-1.8	6.5	-5.8	9.5
O=C(O)c1c[nH]c2c(C(F)(F)F)cccc2c1=O	8.5	-9.1	-2.2	4.5	-12.5	13.5	10.6	-1.0	-12.2	5.2	0.2
CC(=O)Nc1ccc(C(=O)N2CCCCC2c2cc(C(=O)NCc3ccccc3)no2)cc1 (stereo unspecified)	1.8	-2.5	-28.5	2.0	9.3	-2.3	-5.6	.	13.1	6.6	-1.1
Cc1noc(C)c1S(=O)(=O)N1CCCC(C(=O)NCCC2=CCCCC2)C1 (stereo unspecified)	-8.1	-7.6	8.8	3.6	-4.7	-2.1	-12.2	-4.8	14.6	2.4	-12.2
O=C(NCCNS(=O)(=O)c1ccccc1)c1ccc([N+](=O)[O-])cc1	-2.9	-8.8	9.9	-21.3	-3.7	16.3	1.5	-16.4	-7.0	2.3	15.1
Cc1ccc(-c2cc(C(=O)N/N=C/c3c(C)nn(-c4ccccc4)c3C)n[nH]2)s1	27.9	-61.0	15.0	-20.9	-23.0	4.7	57.1*	3.6	-23.0	4.6	51.1*
CC(=O)Nc1ccc(NS(=O)(=O)c2ccccc2)cc1	-13.0	4.7	-23.8	11.1	-5.5	15.2	-1.6	-0.5	5.1	7.9	3.0
COC(=O)c1cc(S(=O)(=O)N2CCN(c3ccc(F)cc3)CC2)c[nH]1	-3.2	1.4	-17.7	7.3	-16.7	0.9	12.2	6.3	-6.3	15.7	-9.6
COc1ccc(N2CCN(C(=O)C3CCN(S(=O)(=O)c4ccc(C)cc4)CC3)CC2)cc1	10.4	9.1	-38.0	-7.2	-4.6	4.5	7.4	9.6	11.4	9.2	-13.2
